TDP2 inh: blocks human TDP2 phosphodiesterase activity; inhibition, % at 12.8 µM; recombinant TDP2, T5PNP hydrolysis, p-nitrophenol absorbance 415 nm; 370,000 tested, 0.34% active; AID 720702;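 active = inhibition above the mean of all tested compounds plus 3 SD, set per campaign, cut at about 25% in these data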;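 also: 0% = DMSO with enzyme and 100% = buffer with substrate but no TDP2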
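Assay system: recombinant human TDP2 / Reagent: T5PNP substrate at 5 mM, a TopII-DNA adduct mimic / Measured by: epi absorbance from released p-nitrophenol / Evaluation: % inhibition relative to enzyme-containing and enzyme-free wells / Control set: enzyme-free and DMSO wells / Replicates: each compound tested once, singlicate / Schedule: enzyme reaction with compound for 2 h at 37 °C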
UHRF1 binding: blocks human UHRF1 binding to methylated DNA. Q96T88. UHRF1 binding to methylated oligo, TR-FRET. inhibition, % at 4.4 µM. 370,000 tested, 0.75% active. AID 687016; in the data active = inhibition above about 21%;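 also: UHRF1 SRA domain binding a hemimethylated CpG hairpin DNA probe; 0% = median of test compound wells and 100% = reference inhibitor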
Target sequence (Q96T88 whole entry, looked up, the tested form may be a part): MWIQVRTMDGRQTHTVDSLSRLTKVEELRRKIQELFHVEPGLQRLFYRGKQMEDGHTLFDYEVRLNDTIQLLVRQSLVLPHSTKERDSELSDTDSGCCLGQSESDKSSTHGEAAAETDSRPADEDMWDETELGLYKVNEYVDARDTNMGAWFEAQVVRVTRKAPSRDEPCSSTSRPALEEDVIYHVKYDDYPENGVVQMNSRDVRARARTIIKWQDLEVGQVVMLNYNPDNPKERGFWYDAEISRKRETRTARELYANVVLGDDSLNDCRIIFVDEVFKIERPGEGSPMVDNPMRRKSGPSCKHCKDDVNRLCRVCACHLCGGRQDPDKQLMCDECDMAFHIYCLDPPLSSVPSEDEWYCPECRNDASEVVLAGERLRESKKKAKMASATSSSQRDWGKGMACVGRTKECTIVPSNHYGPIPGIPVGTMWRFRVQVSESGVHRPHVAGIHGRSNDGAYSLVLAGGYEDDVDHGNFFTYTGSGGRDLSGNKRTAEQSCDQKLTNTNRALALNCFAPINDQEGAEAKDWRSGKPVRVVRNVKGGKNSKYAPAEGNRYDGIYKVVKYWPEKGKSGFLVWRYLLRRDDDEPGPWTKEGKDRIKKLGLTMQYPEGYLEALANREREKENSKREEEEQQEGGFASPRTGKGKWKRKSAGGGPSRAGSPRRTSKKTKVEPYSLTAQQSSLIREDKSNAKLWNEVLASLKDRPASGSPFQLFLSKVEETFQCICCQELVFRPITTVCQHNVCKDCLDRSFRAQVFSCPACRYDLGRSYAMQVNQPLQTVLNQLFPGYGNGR
Tn7 DDE FP: inhibitors of Tn7 peptide binding to human fibrin DD(E) | FP displacement of FITC-Tn7 peptide from fibrin DD(E); 0% = median of compound wells per plate | 370,000 tested, 0.13% active | P02675 | inhibition, % at 8.3 µM;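 active = inhibition above the mean of compounds falling within the control limits plus 3 SD of them, cut at about 14% in these data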;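 also: 0% = plate median of compound wells and 100% = 10 µM Aha-Tn7 peptide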
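system = human fibrin DD(E) protein | quantity = DD(E) 2 µM final | medium = Tris/NaCl/CaCl2 buffer, pH 7.8 | also added = labelled Tn7 tracer, 0.1 µM | compound dosing = single point at 8.3 µM | timing = compound with protein 10 min, then 3 h after probe, room temperature | signal = FP measurement | benchmarks = Aha-Tn7 high control | repeats = one replicate per compound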
SIAE inh: human SIAE inhibition, primary screen | Q9HAT2 | SIAE FP-Rh probe binding, fluorescence polarization | inhibition, % at 9.66 µM | 370,000 tested, 0.69% active | AID 1053197;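 active = inhibition above a cutoff: mean of compounds within the control limits plus 3 SD of those, cut at about 17% in these data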;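 also: 0% = plate median of compound wells and 100% = probe without SIAE protein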
PRMT1 FP inh: inhibitors of human PRMT1 | Q99873 | recombinant PRMT1, activity-based probe fluorescence polarization | inhibition, % at 2.79 µM | 370,000 tested, 1.3% active;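 active = inhibition above about 21% made by adding two undisclosed values, limit read from the data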
TCR-CD3 inh: human TCR-CD3 binding inhibition. TAMRA-labeled TCR probe fluorescence, biochemical. inhibition, % at 9.4 µM. 360,000 tested, 0.37% active; in the data active = inhibition above about 19%;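 also: recombinant mutant TCR 2C K166C tagged with TAMRA read by polarization; 0% = receptor in buffer alone and 100% = receptor with positive control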
proKLK7 act: proKLK7 (human) activation, primary screen | 370,000 tested, 0.9% active | purified proKLK7, EDANS-DABCYL substrate fluorescence; 100% is mature enzyme control, 0% vehicle | P49862 | activation, % at 7 µM;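 active = activation above the mean of all tested compounds plus 3 SD, computed per campaign excluding outliers beyond control limits, cut at about 13% in these data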
Target sequence (P49862 whole entry, looked up): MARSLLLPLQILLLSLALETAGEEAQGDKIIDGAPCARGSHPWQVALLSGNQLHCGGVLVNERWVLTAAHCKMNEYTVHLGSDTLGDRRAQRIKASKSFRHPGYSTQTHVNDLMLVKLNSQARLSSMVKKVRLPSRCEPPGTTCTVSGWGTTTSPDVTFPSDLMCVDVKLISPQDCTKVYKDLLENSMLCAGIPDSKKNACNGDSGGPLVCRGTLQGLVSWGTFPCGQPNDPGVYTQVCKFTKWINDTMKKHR
LEDGF integ inh: blocks HIV-1 LEDGF/p75-dependent DNA integration; TR-FRET IN-LEDGF/p75 DNA integration, Eu/Cy5; inhibition, % at 3.7 µM; 370,000 tested, 0.64% active;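 active = inhibition above the screen-wide mean plus 3 SD, cut at about 13% in these data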;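 also: signal is the Cy5 over europium emission ratio at 671 and 618 nm; 0% = plate median of compound wells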
DDE Tn6 FP inh: disrupts Tn6 cyclic peptide binding to fibrin D-Dimer-E complex; Fibrin DD(E) TRITC-Tn6 fluorescence polarization displacement; inhibition, % at 8.3 µM; 370,000 tested, 0.21% active; AID 720509;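 active = inhibition above a per-campaign cutoff: mean of compounds within control limits plus 3 SD, cut at about 15% in these data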;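 also: 0% = median of all compound wells on the plate and 100% = blocking peptide control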
MBD2 inh: inhibitors of human MBD2 binding to methylated oligonucleotide | TR-FRET | inhibition, % at 4.4 µM | 370,000 tested, 0.31% active; in the data active = inhibition above about 13%
The depositor's hits bear a star; x = no result given. Rows were taken by chance; about 4.6% have a hit in one of these screens.

No. | SMILES | TDP2 inh | UHRF1 binding | Tn7 DDE FP | SIAE inh | PRMT1 FP inh
1 | COc1cccc(C(C(=O)NCC2CCCO2)N(C(=O)Cn2nnc3ccccc32)c2ccccc2C(C)=O)c1OC (stereo not drawn) | -10 | 0 | -2 | 7 | -2
2 | CCOc1ccc(CN2CCN(Cc3ccc(C)o3)CC2CCO)cc1 (stereo not drawn) | -3 | 1 | 2 | 8 | 1
3 | Cc1ccc(NC(=O)CN2CCN(Cc3ccccc3)CC2)cc1Cl | -4 | 1 | -8 | 2 | -2
4 | Cc1nc2nc(C)c(NS(=O)(=O)c3ccc(CC(C)C)cc3)c(=O)n2[nH]1 | -6 | 0 | 5 | -7 | 0
5 | O=c1[nH]c2ccc(NC(=S)Nc3ccc(Cl)cc3)cc2[nH]1 | -2 | 0 | 0 | -3 | 10
6 | CCOC(=O)C1=C[C@@H](C(C)(C)C)N(S(=O)(=O)c2ccc(C)cc2)[C@H]1c1ccccc1Cl | -5 | -1 | -5 | -3 | -1
7 | CC1=C(C(=O)N2CCOCC2)CC(CC(=O)NCc2ccco2)C(=O)N1Cc1ccc(C(C)(C)C)cc1 (stereo not drawn) | -10 | -1 | 2 | 2 | 0
8 | CC(=O)NN1C(=O)c2ccccc2NC1c1ccc([N+](=O)[O-])o1 (stereo not drawn) | 0 | 0 | 3 | -12 | 0
9 | O=C(CCN1C(=O)c2ccccc2S1(=O)=O)NCc1ccco1 | 8 | 0 | -13 | -3 | -2
10 | O=C(CSc1nnc(NC(=O)c2ccccc2Cl)s1)NC1CC1 | -8 | 7 | 2 | -4 | 5

No. | TCR-CD3 inh | proKLK7 act | LEDGF integ inh | DDE Tn6 FP inh | MBD2 inh
1 | 10 | 0.3 | 0 | -8 | 5
2 | -1 | -0.9 | -3 | 1 | -1
3 | 0 | 0.1 | 2 | 3 | 1
4 | 0 | 0.2 | -3 | 0 | 3
5 | -2 | 0.5 | 3 | -1 | 0
6 | 0 | 0.1 | -1 | 0 | 3
7 | -1 | 0.5 | -5 | 4 | 5
8 | 3 | -0.3 | -1 | -6 | 4
9 | -2 | 0.1 | 1 | 0 | 6
10 | -4 | 0.1 | -1 | -2 | 1

Next part.
No. | SMILES | TDP2 inh | UHRF1 binding | Tn7 DDE FP | SIAE inh | PRMT1 FP inh
11 | O=[N+]([O-])c1ccc(CSc2nnc(-c3cccc(Cl)c3)n2Cc2ccco2)cc1 | 3 | -4 | -1 | 10 | 3
12 | O=C(NC(CO)c1ccccc1)c1ccco1 (stereo not drawn) | 11 | -1 | 4 | -8 | -1
13 | CCOC(=O)N1CCC(NC(=O)c2cc3sccc3n2CC)CC1 | -4 | 1 | 6 | 5 | -2
14 | CCN(CC)C(=O)CSc1nnc2c3ccccc3n(C)c2n1 | 13 | -4 | -4 | 5 | 0
15 | O=C(OCn1nnc2ccccc2c1=O)c1ccc2ncsc2c1 | -10 | -3 | -3 | -4 | 12
16 | CCOc1ccccc1N1CCN(C(=O)c2ccc(Cl)c(S(=O)(=O)N3CCCCC3)c2)CC1 | -2 | 0 | 10 | -3 | 2
17 | Cc1ccccc1N=C1NC(=O)/C(=C/c2cccn2-c2cccc(C(=O)O)c2)S1 | -2 | 7 | -4 | -1 | 5
18 | Cc1ccccc1OCCSc1nc2ncnc(N)c2[nH]1 | -16 | 3 | 2 | -11 | -7
19 | Cc1ccc(-n2nc(C)c(C3(O)C(=O)N(C)c4ccccc43)c2N)cc1 (stereo not drawn) | -3 | 12 | 2 | 4 | -3
20 | COC(=O)Nc1ccc(OCC(=O)N2CCOCC2)cc1 | 2 | 1 | -12 | 0 | -3

No. | TCR-CD3 inh | proKLK7 act | LEDGF integ inh | DDE Tn6 FP inh | MBD2 inh
11 | x | 0.3 | 0 | 4 | 0
12 | 3 | 0.0 | -1 | 6 | 1
13 | 4 | 0.0 | -3 | -4 | -1
14 | 5 | -0.5 | -1 | 8 | -2
15 | 6 | 0.3 | -3 | 3 | -11
16 | 13 | 0.2 | -2 | -4 | -4
17 | 7 | 0.0 | 6 | -7 | 1
18 | -5 | 0.0 | 3 | 8 | -4
19 | 4 | -0.5 | 0 | 4 | 1
20 | 5 | 0.3 | -1 | -7 | -5

Remaining list, next part.
No. | SMILES | TDP2 inh | UHRF1 binding | Tn7 DDE FP | SIAE inh | PRMT1 FP inh
21 | COc1ccc(/C=N\NC(=O)CC(=O)Nc2cccc(Cl)c2)cc1OC | 5 | 0 | 5 | -9 | 4
22 | CC(C)(CO)CNC(=O)CCc1nnc(C2(c3ccc(Cl)cc3)CCC2)o1 | 7 | -4 | -1 | 2 | -3
23 | COc1ccc(CNC(=O)CN(C(=O)CCC(=O)Nc2nccs2)c2ccc(C)cc2)cc1 | -4 | -4 | 5 | -4 | 3
24 | O=C(c1ccccc1)c1ccc(-n2cnnc2)c([N+](=O)[O-])c1 | 10 | 1 | 1 | -4 | -1
25 | CCOCCn1c(SCc2ccccc2)nc2c1c(=O)[nH]c(=O)n2C | 4 | 1 | -4 | 6 | -3
26 | Cc1ccc(-n2cc(CNC(C)Cn3cncn3)c(-c3ccc(F)cc3)n2)cc1 (stereo not drawn) | 3 | -1 | -1 | -1 | -2
27 | COc1cccc(/C=C/C(=O)OCC(=O)Nc2ccc(S(=O)(=O)N3CCCC3)cc2)c1 | 2 | -3 | 3 | -15 | -2
28 | Cc1ccc(C2=N/C(=C\c3ccc(OS(=O)(=O)c4ccc(C)cc4)cc3)C(=O)O2)cc1 | -10 | 4 | -3 | -7 | 8
29 | O=C(CN1C(=O)NC2(CCCCC2)C1=O)Nc1ccccc1N1CCCCC1 | -2 | -1 | 6 | 1 | -5
30 | O=[N+]([O-])c1ccc(C=NNC(=S)NN=Cc2ccc([N+](=O)[O-])cc2)cc1 | -1 | -2 | -3 | 4 | 2

No. | TCR-CD3 inh | proKLK7 act | LEDGF integ inh | DDE Tn6 FP inh | MBD2 inh
21 | 2 | 0.5 | 0 | -3 | 2
22 | -4 | 0.4 | -2 | -6 | -3
23 | -3 | -0.5 | -2 | 2 | 4
24 | -5 | 0.1 | 0 | 6 | -3
25 | -5 | 0.0 | 0 | -2 | -6
26 | -4 | 0.0 | -5 | 3 | 1
27 | 4 | -3.4 | 4 | -10 | 1
28 | 0 | 0.0 | 8 | 3 | -1
29 | -3 | -0.3 | 5 | 1 | -7
30 | 5 | -0.6 | 5 | 4 | -3

An excerpt from above in order of count of non-hydrogen atoms, high to low.
No. | SMILES | TDP2 inh | UHRF1 binding | Tn7 DDE FP | SIAE inh | PRMT1 FP inh
27 | COc1cccc(/C=C/C(=O)OCC(=O)Nc2ccc(S(=O)(=O)N3CCCC3)cc2)c1 | 2 | -3 | 3 | -15 | -2
22 | CC(C)(CO)CNC(=O)CCc1nnc(C2(c3ccc(Cl)cc3)CCC2)o1 | 7 | -4 | -1 | 2 | -3
21 | COc1ccc(/C=N\NC(=O)CC(=O)Nc2cccc(Cl)c2)cc1OC | 5 | 0 | 5 | -9 | 4
25 | CCOCCn1c(SCc2ccccc2)nc2c1c(=O)[nH]c(=O)n2C | 4 | 1 | -4 | 6 | -3
24 | O=C(c1ccccc1)c1ccc(-n2cnnc2)c([N+](=O)[O-])c1 | 10 | 1 | 1 | -4 | -1

No. | TCR-CD3 inh | proKLK7 act | LEDGF integ inh | DDE Tn6 FP inh | MBD2 inh
27 | 4 | -3.4 | 4 | -10 | 1
22 | -4 | 0.4 | -2 | -6 | -3
21 | 2 | 0.5 | 0 | -3 | 2
25 | -5 | 0.0 | 0 | -2 | -6
24 | -5 | 0.1 | 0 | 6 | -3

(next part)
No. | SMILES | TDP2 inh | UHRF1 binding | Tn7 DDE FP | SIAE inh | PRMT1 FP inh
31 | Cn1cc(CNC(=O)c2cc(-c3ccc(Br)cc3)nc3ccccc23)cn1 | 3 | -2 | -2 | -7 | -2
32 | COc1ccccc1NC(=O)C(C)OC(=O)CSCC(=O)Nc1cc(C)on1 (stereo not drawn) | 11 | 1 | 0 | 1 | -4
33 | COc1ccc(C2CC(c3ccc(F)cc3)=NN2c2ccccc2)cc1OC (stereo not drawn) | -27 | 4 | 0 | -4 | 3
34 | COc1ccc(/C=C/C(=O)N(C)C2CCCCC2)cc1Br | -8 | 2 | -2 | -1 | 2
35 | Cc1ccc(Cn2c(C)c(C(=O)NCc3ccc(Cl)c(Cl)c3)sc2=O)cc1 | 5 | 0 | -3 | -22 | -3
36 | COC(=O)[C@@H](Cc1c[nH]c2ccccc12)NC(=O)c1ccc2c(c1)OCO2 | -16 | 2 | 0 | 2 | 3
37 | C=CCN(c1ccccc1)S(=O)(=O)c1cccc(C(=O)N2CC(C)CC(C)C2)c1 (stereo not drawn) | 3 | 0 | 2 | 0 | -4
38 | Cc1nc2sc(C(c3ccc(C(C)C)cc3)N3CCN(CCO)CC3)c(O)n2n1 (stereo not drawn) | 4 | 1 | -13 | -3 | -2
39 | CN(c1ccccc1)S(=O)(=O)c1cccc(NC(=O)CCNC(=O)c2ccc([N+](=O)[O-])cc2)c1 | 6 | 2 | -1 | -5 | -1
40 | COc1cccc(Nc2nc(C)cc(C)c2C#N)c1 | 7 | -1 | -5 | -5 | -1

No. | TCR-CD3 inh | proKLK7 act | LEDGF integ inh | DDE Tn6 FP inh | MBD2 inh
31 | 2 | 0.3 | -1 | 1 | -6
32 | -1 | -0.2 | 1 | 0 | -2
33 | -1 | -23 | 5 | -6 | 2
34 | -3 | -2.2 | -4 | -4 | -1
35 | 0 | 0.1 | -1 | -6 | 3
36 | -7 | -0.9 | -7 | 1 | 3
37 | 7 | 0.1 | 3 | 3 | -6
38 | 5 | -0.2 | 3 | 3 | -3
39 | 2 | -0.1 | 0 | 0 | 1
40 | -4 | 0.2 | 0 | -8 | 3

(listing goes on)
No. | SMILES | TDP2 inh | UHRF1 binding | Tn7 DDE FP | SIAE inh | PRMT1 FP inh
41 | C=CCOc1ccc(/C=N/Nc2ccccn2)cc1OC | -2 | -2 | 2 | 11 | 0
42 | CCOC(=O)CNc1ccc(C(=O)OCC)cc1[N+](=O)[O-] | 2 | -3 | 3 | 4 | -8
43 | Cc1cc(Nc2ccc(F)cc2F)n2nc(C)nc2n1 | 0 | 3 | 4 | 6 | -1
44 | Cc1[nH]c(=O)[nH]c(=O)c1S(=O)(=O)Nc1ccc(Br)cc1F | -12 | -2 | 3 | 3 | -1
45 | COC1CC(C)NC(=S)N1 (stereo not drawn) | 10 | -4 | 3 | 0 | 0
46 | Cc1ccc(S(=O)(=O)NCC(=O)OCC(=O)N2CC(=O)Nc3ccccc32)cc1 | 6 | 2 | -4 | -2 | 1

No. | TCR-CD3 inh | proKLK7 act | LEDGF integ inh | DDE Tn6 FP inh | MBD2 inh
41 | 1 | -0.3 | -7 | -7 | 0
42 | 7 | 0.1 | -1 | 5 | -4
43 | 3 | 0.3 | -1 | 3 | -4
44 | 3 | -0.4 | 3 | 4 | 3
45 | 4 | -0.2 | 2 | 0 | -1
46 | 0 | -0.6 | 3 | 2 | 0

Bioassay records as filed in PubChem BioAssay.
